CHRM5 antagonist = blocks acetylcholine activation of human M5 receptor; hit rate 0.59% among 360,000; inhibition, % at 3 µM; CHO-hM5 cells, Fluo-8 calcium fluorescence, ACh EC80; AID 624040; P08912;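 active means inhibition above a per-plate cutoff, the mean of that plate's test compounds plus 3 SD, cut at about 27% in these data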;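 further: 0% = acetylcholine EC80 with DMSO and 100% = DMSO without agonist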
Target sequence (P08912 whole entry, looked up): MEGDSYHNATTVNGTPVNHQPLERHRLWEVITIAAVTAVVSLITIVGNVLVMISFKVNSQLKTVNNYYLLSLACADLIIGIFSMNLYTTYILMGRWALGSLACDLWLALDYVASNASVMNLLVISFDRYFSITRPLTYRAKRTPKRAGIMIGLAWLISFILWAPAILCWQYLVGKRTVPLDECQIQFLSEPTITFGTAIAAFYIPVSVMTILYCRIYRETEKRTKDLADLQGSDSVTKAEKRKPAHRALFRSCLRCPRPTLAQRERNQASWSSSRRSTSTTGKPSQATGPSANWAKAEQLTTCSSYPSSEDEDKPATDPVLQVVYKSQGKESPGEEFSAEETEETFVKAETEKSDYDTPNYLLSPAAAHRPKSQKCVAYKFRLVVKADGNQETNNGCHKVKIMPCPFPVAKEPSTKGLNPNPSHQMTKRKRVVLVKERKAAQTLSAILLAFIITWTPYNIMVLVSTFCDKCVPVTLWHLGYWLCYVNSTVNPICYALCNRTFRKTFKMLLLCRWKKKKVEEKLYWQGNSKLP
M4 PAM = positive allosteric modulators of human muscarinic M4 receptor | hit rate 0.4% among 360,000 | P08173 | activation, % at 3 µM | CHO-K1 hM4/Gqi5, Fluo-8 calcium fluorescence, ACh EC20; 0% = ACh EC20, 100% = maximal ACh;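 active means activation above its plate's cutoff, the mean activation of sample wells plus 3 SD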; further: some results filed as inactive read as strong as hits
Target sequence (P08173 whole entry, looked up): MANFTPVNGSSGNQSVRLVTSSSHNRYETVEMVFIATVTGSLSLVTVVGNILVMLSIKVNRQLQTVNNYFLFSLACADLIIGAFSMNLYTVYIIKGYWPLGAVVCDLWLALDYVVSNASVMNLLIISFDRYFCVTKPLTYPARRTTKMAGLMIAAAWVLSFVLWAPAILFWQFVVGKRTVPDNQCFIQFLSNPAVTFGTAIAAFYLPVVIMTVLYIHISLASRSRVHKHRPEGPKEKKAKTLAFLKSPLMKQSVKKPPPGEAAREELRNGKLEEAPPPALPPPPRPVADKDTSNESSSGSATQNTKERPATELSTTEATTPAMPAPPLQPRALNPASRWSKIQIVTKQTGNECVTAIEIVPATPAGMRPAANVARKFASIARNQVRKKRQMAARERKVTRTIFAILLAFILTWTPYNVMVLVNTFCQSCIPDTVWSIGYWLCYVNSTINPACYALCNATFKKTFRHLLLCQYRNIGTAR
CHO-K1 Ca antag = nonselective inhibitor or artifact in parental CHO-K1 cells; ATP-induced calcium, Fluo-8 fluorescence; inhibition, % at 3 µM; hit rate 0.6% among 360,000; AID 602250;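 active means inhibition above a per-plate cutoff, the plate's mean sample inhibition plus 3 SD, cut at about 24% in these data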;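 further: 0% = DMSO plus EC80 ATP and 100% = DMSO alone without ATP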
M5 ag = CHRM5 agonism in calcium assay; P08912; CHO-K1 hM5 cells, Fluo-8 calcium fluorescence; 0% DMSO wells, 100% maximal acetylcholine response; activation, % at 3 µM; hit rate 0.19% among 360,000; AID 624037;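 active means activation above the run's mean over test compounds plus 3 SD, cut at about 23% in these data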;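 further: signal is peak over basal fluorescence ratio across the kinetic read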
M4 antag = CHRM4 antagonism in calcium assay; P08173; CHO-hM4 cells, ACh EC80, Fluo-8 calcium fluorescence; inhibition, % at 3 µM; hit rate 0.73% among 360,000;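 active means inhibition above its plate's cutoff, the mean inhibition of sample wells plus 3 SD, cut at about 27% in these data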;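 further: 0% = acetylcholine EC80 with DMSO and 100% = DMSO without agonist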
CHO-K1 Ca PAM = counter-screen for M1 PAMs: effect in parental CHO-K1 cells | ATP EC20, Fluo-8 calcium fluorescence; 0% at ATP EC20, 100% at ATP max | activation, % at 3 µM | hit rate 0.02% among 360,000 | AID 602247;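 active means activation above the run cutoff, the mean activation of all test compounds plus 3 SD, cut at about 40% in these data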;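 further: peak over basal fluorescence ratio in a 140 s read after ATP addition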
M5 PAM = potentiates acetylcholine response at human M5 receptor; P08912; CHO-K1 hM5, Fluo-8 calcium, ACh EC20 PAM; 0% = ACh EC20, 100% = ACh EC100; activation, % at 3 µM; hit rate 0.3% among 360,000;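 active means activation above the run cutoff, the mean activation of all test compounds plus 3 SD, cut at about 18% in these data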
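Assay system: CHO-K1 hM5 cells. Also added: acetylcholine at EC20 concentration, added after compound. Dosing: 3 µM, single dose. Times: compound preincubation 140 s before EC20 acetylcholine addition. Signal: Fluo-8 calcium fluorescence. Measure: % activation relative to EC20 and EC100 ACh responses. Repeats: singlicate, one well per test compound.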
M4 ag = agonists of human muscarinic M4 receptor (CHRM4); activation, % at 3 µM; hit rate 0.14% among 360,000; CHO-K1 hM4/Gqi5, Fluo-8 calcium fluorescence; vehicle 0%, full acetylcholine response 100%;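 active means activation above the run mean over all test wells plus 3 SD, cut at about 32% in these data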;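 further: peak over basal fluorescence ratio per well then scaled between controls; 0% = DMSO wells and 100% = acetylcholine at EC100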
M1 ag parental = M1 agonist counterscreen hit in parental CHO-K1 cells | Fluo-8 calcium fluorescence; scaled to maximal ATP response, vehicle zero | activation, % at 3 µM | hit rate 0.48% among 360,000; in the data active means activation above about 15%;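 further: untransfected CHO-K1 host cells lacking M1 receptor as counterscreen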
* = called active by the depositor; / = not tested or not shown.

A first look:
Compound,CHRM5 antagonist,M4 PAM,CHO-K1 Ca antag,M5 ag,M4 antag,CHO-K1 Ca PAM,M5 PAM,M4 ag,M1 ag parental
CCOc1ccc(-c2cc(C(=O)N3CCCC3)c3ccccc3n2)cc1,-9,-1,-4,-2,-6,16,4,7,3.8
Cc1ccc(NC(=O)CSc2nc(O)cc(=O)n2C)cc1,-6,0,5,2,-3,5,7,0,0.1

All compounds of this part, from the start:
Compound,CHRM5 antagonist,M4 PAM,CHO-K1 Ca antag,M5 ag,M4 antag,CHO-K1 Ca PAM,M5 PAM,M4 ag,M1 ag parental
CCOc1ccc(-c2cc(C(=O)N3CCCC3)c3ccccc3n2)cc1,-9,-1,-4,-2,-6,16,4,7,3.8
Cc1ccc(NC(=O)CSc2nc(O)cc(=O)n2C)cc1,-6,0,5,2,-3,5,7,0,0.1
CCCCc1c(-c2ccccc2OC)ncn1C1CCCC1,1,-11,-12,0,-1,13,-13,13,8.4
CCc1ccccc1OCC(=O)Nc1cc(S(=O)(=O)N(CC)CC)ccc1N1CCOCC1,12,-8,-13,-1,-11,-7,-12,4,-0.1
COc1cc(OC)c(OC)cc1CNc1nnnn1C,5,3,-9,0,-2,23,4,1,1.0
CCNc1nc(SCC(=O)Nc2ccc(Cl)c(Cl)c2)nc(N2CCOCC2)n1,6,-3,-8,-2,-4,-6,-2,5,3.2
Cc1ccc(C(C(=O)NC2CCCC2)N(C(=O)CCC(=O)Nc2cc(C)on2)c2ccccc2)cc1 (stereo unspecified),-3,14,-7,-3,-8,8,1,0,0.7
Cc1ccc(CS(=O)Cc2ccc(C(=O)NC3CCCC(C)C3C)o2)cc1 (stereo unspecified),1,5,-21,-1,-7,19,9,2,2.6
CCC1(CC)NC(=O)N(CC(=O)OC(C)C(=O)Nc2ccc(Cl)cn2)C1=O (stereo unspecified),3,-2,4,1,8,4,0,1,0.8
O=C(CSc1n[nH]c(=O)[nH]c1=O)c1ccc([N+](=O)[O-])cc1,4,5,11,2,5,-23,-3,0,0.2
CCCn1c(=N)n(CC(=O)O)c2ccccc21,1,6,0,3,-5,11,-3,1,2.0
Cc1ccc(Cn2c(SCCN3CCCCC3)nc3c2c(=O)n(C)c(=O)n3C)cc1,-4,-1,-8,-7,-2,15,0,0,0.1
CCOC(=O)N1CCC(NC(=O)c2ccc3c(c2)N=C(C)c2c(C)ccc(C)c2S3)CC1,-12,-3,-6,-6,-13,25,7,0,-1.0
O=C(/C=C/c1ccccc1)NCCSCc1ccc(Cl)cc1,2,0,5,-3,-3,-1,-3,0,0.7
O=C(Cn1cc(COc2ccc(Cl)c(Cl)c2)nn1)NS(=O)(=O)c1ccccc1OC(F)(F)F,6,-6,2,1,10,-13,1,0,-0.1
COc1cc(SC)ccc1C(=O)N1CCN(Cc2ccccc2)CC1,10,-6,-7,-8,2,14,2,2,1.5
Nn1c(SCC(=O)N2CCCCCC2)nnc1-c1ccncc1,0,-1,3,-1,7,11,-1,0,0.2
Cc1ccc(C(=O)Nc2sc3c(c2C(=O)O)CCC(C)C3)o1 (stereo unspecified),3,8,3,2,-4,4,3,1,0.6
CCN(c1ccccc1)S(=O)(=O)c1ccc(Cl)c(NC(=O)CN2C(=O)NC3(CCCC3)C2=O)c1,4,-3,-5,0,8,7,-5,3,2.6
Cc1cc(C)nc(SCCn2c(N3CCCCC3)nc3c2c(=O)n(C)c(=O)n3C)n1,0,-4,-3,-6,6,2,0,1,0.2
O=C(COC(=O)c1cc(Cl)ccc1O)NCCC1=CCCCC1,2,-1,-3,2,-3,2,5,1,1.6
COc1ccc2[nH]c(C)c(C(=O)CN3CCN(C(=O)c4ccco4)CC3)c2c1,-4,-2,-8,-4,0,1,-7,1,0.4
CC(C)N(Cc1nc(-c2ccc(Cl)cc2)no1)C(=O)C12CC3CC(CC(C3)C1)C2,4,4,9,-1,-4,-6,8,1,-0.4
Oc1[nH]c2ccc(Br)cc2c1N=NC(=S)Nc1ccc(F)cc1,8,7,-15,-2,-6,10,2,-1,-0.3
CC(C)C[C@H]1CNC(=O)C(=O)N1C[C@@H]1CCCN1C[C@H](CC(C)C)N1C[C@H](Cc2ccc(O)cc2)N(CCc2ccccc2)C(=O)C1=O,-6,13,-3,3,6,5,4,1,0.2
CC(CCc1ccccc1)NC(=S)NC1CCCCC1 (stereo unspecified),10,-5,4,-4,14,1,-6,5,4.8
COc1ccc(CC2(CO)CCN(Cc3cnn(-c4ccccc4OC)c3)CC2)cc1,9,-13,-6,-7,3,6,1,2,2.5
CCN1CCN(CCNC(=O)c2ccc3nc(-c4cccc(C)c4)c(-c4cccc(C)c4)nc3c2)CC1,7,-21,-12,-7,1,10,-14,5,2.1
CNC(=O)C(=O)NCC(c1cccs1)S(=O)(=O)c1ccc(F)cc1 (stereo unspecified),5,7,-9,-2,-15,19,-3,2,0.4
CCOC(=O)C1(Cc2cccc(OC)c2)CCCN(C(=O)CCSC)C1 (stereo unspecified),-1,2,-1,1,-2,5,3,0,0.4
Cc1cccc([N+](=O)[O-])c1NC(=O)CN(Cc1ccccc1)Cc1ccccc1,-1,5,-1,0,4,10,1,1,0.1
O=C(/C=C/c1ccccc1)NCC(=O)N/N=C/c1ccccc1[N+](=O)[O-],10,6,-3,-2,4,11,1,2,0.6
Cc1cc(C)c(O)c(CN(C)Cc2cc(Cl)cc(Cl)c2O)c1,10,1,-15,1,-13,11,1,0,-0.2
CC(Oc1ccc(F)cc1)C(=O)Nc1sc2c(c1C(=O)NCc1cccnc1)CCCC2 (stereo unspecified),5,-4,8,-3,-2,5,-9,2,1.8
CCOc1ccc(/C=C\C(C)=N\O)cc1,1,3,-18,-3,-6,4,0,-1,-0.7
C[n+]1ccc(C(=O)NCCC[N+](C)(C)C)cc1/C=N/O,-3,-2,-21,1,5,27,11,3,1.2
COc1ccc(C(=O)N2CCCc3ccccc32)cc1,-8,-5,4,-2,18,0,5,0,-0.3
Cc1nc(Cc2ccccc2)sc1CC#N,11,-4,-7,-5,3,1,4,0,0.0
O=C(CCc1ccc(F)c(F)c1)NC1CCCN(Cc2ccc(Cl)cc2)C1 (stereo unspecified),9,-7,-10,-1,5,5,-5,1,0.2
CCNS(=O)(=O)c1ccc(C)c(-n2cnnn2)c1C,0,1,-2,2,-1,-5,-4,1,0.2
CC1(C)CC2(CCO1)N1CC3(C)CN2CC(C)(C1)C3=O (stereo unspecified),-3,7,-7,-3,-2,20,8,0,0.3
CC(C)OC(=O)CSc1nnc(CNc2cccc(Cl)c2)n1C,-2,-7,-6,-4,4,7,3,1,0.7
CC(OC(=O)C1CC1)C(=O)Nc1cc(Cl)cc(Cl)c1 (stereo unspecified),9,8,-10,-2,-8,-5,-1,0,-0.6
CCc1nnc(NC(=O)[C@@H](NC(=O)c2cccc(C)c2)C(C)C)s1,5,-7,3,1,12,3,-2,0,-0.1
COCC(=O)N(Cc1cc2cc(C)ccc2[nH]c1=O)c1cccc(C)c1C,-4,-2,-16,2,2,9,-2,2,1.1
CCC(C)(C)NC(=O)C(c1ccncc1)N(C(=O)c1sc(C)nc1C)c1ccc(F)cc1 (stereo unspecified),11,-10,-2,0,8,-9,-6,-1,-1.0
Cc1cc(C(=O)NC2CCCc3c2cnn3-c2ccc(C)c(C)c2)n(C)n1 (stereo unspecified),24,-9,25*,2,-2,-26,-22,14,13
O=C1CSC(c2cccc([N+](=O)[O-])c2)N1Cc1ccccc1 (stereo unspecified),6,2,-4,-19,6,-6,0,1,0.0
Cc1ccc(CNC(=O)CCNC(=O)Cn2ccc3ccccc3c2=O)o1,1,-1,2,0,8,16,-1,0,0.2
O=c1[nH][nH]c(=O)c2cc(N3CCCC3)ccc12,-5,5,-3,0,-1,14,3,0,-0.1
CCCCc1n[nH]c2c1/C(=N/O)CC(c1ccccc1)C2 (stereo unspecified),0,8,-4,1,-8,18,8,1,0.9
Cc1cc(C)n(C(=O)c2cccc([N+](=O)[O-])c2C)n1,10,-1,11,-4,1,-6,-7,0,0.0
O=C1C=C(C2OC(CO)C(O)C2O)C(=O)N1 (stereo unspecified),0,14,-1,-2,-18,0,2,2,-0.1
O=C(Cn1ccc(NC(=O)OCc2ccccc2)nc1=O)NCCc1c[nH]c2ccccc12,13,-1,-11,3,3,16,-12,12,3.5
CC(=O)NC(c1ccccc1)c1cc(Cl)c2cccnc2c1O (stereo unspecified),14,-6,-2,3,6,0,1,1,1.0
CCOC(=O)[C@]12CCCC=C1N(Cc1ccccc1)C(=O)[C@H](CC(=O)N1CCOCC1)C2,-10,9,/,0,-19,/,10,3,/

More entries follow.
Compound,CHRM5 antagonist,M4 PAM,CHO-K1 Ca antag,M5 ag,M4 antag,CHO-K1 Ca PAM,M5 PAM,M4 ag,M1 ag parental
Cc1ccc(C(=O)NC2CCN(Cc3ccccc3)CC2)cc1S(=O)(=O)N1CCOCC1,4,4,-10,-1,-5,-9,3,1,0.6
O=C(COc1ccccc1)NCC(=O)N/N=C/c1ccccc1,-1,-5,-6,-3,-1,14,1,1,0.0
CCn1cc(C(=O)NCCc2ccccc2C)c(=O)c2ccc(C)nc21,-8,2,10,-3,-4,8,9,1,1.0
O=C(NC(c1ccc(Cl)cc1)c1c(O)ccc2ccccc12)c1ccccc1 (stereo unspecified),13,-21,-3,-3,16,11,-14,3,1.2
Cc1ccc2nc(Nc3nc(C)cc(-c4ccccc4)n3)[nH]c(=O)c2c1,3,4,-15,-1,-3,10,4,0,0.4
COc1ccc(-c2ccc3c(c2)S(=O)(=O)c2cccc(C(=O)NC4CC4)c2C3=O)cc1OC,10,0,-7,1,0,4,-2,2,0.3
COC(=O)c1sc(S(=O)(=O)NCc2ccccc2)c(C(=O)OC)c1C,-5,6,-14,-2,9,15,3,-1,0.4
O=C1OC(/C(=C\Nc2ccc(F)cc2F)[N+](=O)[O-])c2ccccc21 (stereo unspecified),0,3,0,-2,-4,4,0,1,0.2
O=C(NC(=S)Nc1ccc(S(=O)(=O)N2CCOCC2)cc1)c1ccccc1[N+](=O)[O-],3,4,4,-1,-3,-3,3,2,0.7
CC(=O)Nc1cc(C(=O)OCC(=O)c2ccccc2)ccc1C,-8,26,4,-1,-7,5,2,2,0.2
CCCOc1ncnc2c1[nH]c1ccccc12,2,3,-3,5,5,9,-9,9,4.0
CC(=O)Nc1ccc(S(=O)(=O)Nc2nc(CN3CCOCC3)nc3sc4c(c23)CCCC4)cc1,2,11,-8,1,2,14,-3,1,-0.1
CCOc1ccc(NS(=O)(=O)c2ccc(NS(=O)(=O)c3cccs3)cc2)cc1,1,-4,-10,0,-2,-7,-1,2,0.8
CC1CCCCC1NC(=O)CSc1nnc(COc2ccc(Cl)cc2)o1 (stereo unspecified),10,-5,-18,-1,3,-13,-5,1,1.8
Cc1nc(N)ncc1CCC1OCCO1,-3,3,-6,0,-1,8,1,0,0.0
CCn1cc(C(=O)N[C@H](C)c2ccccc2)c(=O)c2cc(F)c(N3CCN(C)CC3)cc21,10,8,-11,-2,10,13,-2,2,1.4

Not a hit list, and some 2.7% of all compounds hit somewhere here.
